NFkB transloc inh: inhibitors of IL-1B driven NFkB p65 nuclear import, primary screen, imaging, HUVEC, IL-1B stimulus, high-content imaging. HUVEC IL-1B NFkB p65 nuclear translocation imaging. inhibition, % at 2 µM. 0.43% of 94,000 active. AID 796, 2007;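 active means inhibition above about 30% together with a positive call from visual inspection of the well image, limit read from the data; inconclusive means inhibition above a set limit but visual check negative; inactive means inhibition not above a set limit, visual check negative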;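 further: nuclear over cytoplasmic p65 intensity ratio measured by imaging; 0% = IL-1B stimulated DMSO wells and 100% = unstimulated DMSO wells; values of inactives mirror those of a sister screen read the other way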
MRP reversal: reversal of MRP1-mediated doxorubicin resistance, primary screen, H69AR cells, doxorubicin co-treatment | 0.04% of 85,000 active | H69AR cells + 2 uM doxorubicin, CellTiter-Glo, 72 h | differential viability (reversal), % at 10 µM | AID 602, 2007;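 active means viability drop by adding the cancer drug above about 55%, with treated viability meeting a 40% cutoff, limit read from the data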;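 further: viability without doxorubicin minus viability with 2 µM doxorubicin for each compound; larger differential means the compound sensitizes cells more to doxorubicin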
IL1B NFkB pot: enhancers of NFkB p65 translocation in HUVEC – imaging, IL-1B stimulus, high-content imaging, primary screen; HUVEC IL-1B NFkB p65 nuclear translocation imaging; activation, % at 2 µM; 0.3% of 94,000 active; AID 819, 2007;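 active means activation above 40%, about the mean plus 3 SD, also judged a hit on visual image review; inconclusive means activation above 40% but not a hit on visual review; inactive means activation not above 40% and no visual hit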;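 further: percent activation is computed from the nuclear over cytoplasmic p65 intensity ratio; values of inactives mirror those of a sister screen read the other way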
Bcl-B TR3 displacers: displacers of TR3 peptide from Bcl-B, primary screen, selectivity assay for Bfl-1 inhibitor project, biochemical, fluorescence polarization. 0.11% of 96,000 active. Bcl-2-like protein 10 (Homo sapiens). AID 748, 2007. FP displacement of FITC-TR3 peptide from Bcl-B; higher % means a stronger effect. displacement, % at 20 µM, or IC50 in µM where a hit was titrated;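 active means displacement above 50% at 20 µM plus a fluorescence interference ratio under 1.5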;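 further: plate controls were wells without compound for no effect and wells lacking Bcl-B protein for full effect; a part of the inactive calls stands beside numbers as strong as those of hits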
PLAP inhibition: PLAP enzyme inhibitors, biochemical, luminescence, HTS (AID 690) | Alkaline phosphatase, placental type (Homo sapiens) | purified PLAP, luminescent substrate; higher % means a stronger effect | inhibition, % at 20 µM; hits with a dose series show IC50 in µM | 0.08% of 96,000 active; in the data active means a potency from the dose series; inactive means the rest, 99 in 100 with inhibition below about 30%; further: strong numbers were not always called active
MRP reversal cytotoxicity: also measured in MRP reversal; calls as there; viability, %; H69AR cells, CellTiter-Glo, 72 h; measured here: cytotoxicity without doxorubicin
MRP reversal with doxorubicin: also measured in MRP reversal; calls as there; viability, %; measured here: viability with 2 uM doxorubicin; active compounds read low
NFkB transloc inh cell count 2 µM: recorded beside NFkB transloc inh, whose call it bears; cell count; measured here: cells passing quality filter;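 raw number of nuclei counted in each imaged well without normalization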
IL1B NFkB pot cell count 2 µM: also measured in IL1B NFkB pot; calls as there; cell count; measured here: cells passing quality filter
The depositor's hits bear a star; ? = inconclusive; . = no result given.

compound	IL1B NFkB pot cell count 2 µM	IL1B NFkB pot	Bcl-B TR3 displacers	MRP reversal	MRP reversal cytotoxicity	NFkB transloc inh cell count 2 µM	NFkB transloc inh	PLAP inhibition	MRP reversal with doxorubicin
O=C(NC1CCCC1)C(c1cccs1)N(C(=O)c1ccno1)c1ccccc1 (stereo not drawn)	83	6	-6%	9	84	83	-6	-2%	75
Cc1cccc(-c2nsc(SCC(=O)Nc3nccs3)n2)c1	116	1	6%	0	64	116	-1	16%	64
CC1(C)CC(=O)C(C=NCCCO)=C(O)C1	59	11	6%	-21	79	59	-9	19%	100
CCCNC(=S)Nc1ccc2nc(-c3ccccn3)c(-c3ccccn3)nc2c1	149	7	15%	.	.	149	-7	-34%	.
Cc1ccc(N(C(C)C(=O)O)S(=O)(=O)c2cccnc2)cc1 (stereo not drawn)	141	-2	113%	16	109	141	2	-17%	94
N/C(=N\OC(=O)C(c1ccccc1)c1ccccc1)c1cccnc1	139	-1	-4%	.	.	139	2	18%	.
c1ccc(OCCSc2nnc3sc4ccccc4n23)cc1	124	8	-9%	2	97	124	-8	13%	96
CC(=O)c1cccc(N(CC(=O)O)S(C)(=O)=O)c1	146	22	0%	-6	90	146	-22	-5%	96
O=C(CSCc1ccc([N+](=O)[O-])cc1)NCCSCc1ccccc1	168	-8	5%	.	.	168	8	26%	.
O=C1CSC(=NC(=O)c2ccccc2)N1	95	16	-8%	-12	83	95	-16	3%	95
Cc1cc(Nc2cc(C)on2)n2ncnc2n1	.	.	1%	8	95	.	.	-4%	86
O=C(CSc1nc2ccccc2c(=O)n1-c1cccc(C(F)(F)F)c1)NC1CC1	180	12	11%	6	93	180	-12	9%	87
CCCCCCn1cnc2c(c1=O)c1nc3ccccc3nc1n2/N=C/c1ccco1	122	15	1%	-18	85	122	-15	-43%	103
Cc1ccccc1N=C/C=C1/C=C(c2ccccc2)OC(C)(C)O1	100	7	.	11	87	100	-7	.	76
O=C(C1CCCCC1)N(CCN1CCCC1)c1nc2ccccc2s1	89	-9	-3%	11	106	89	9	.	94
O=C(NC12CC3CC(CC(C3)C1)C2)C12CC3CC(C1)CC(n1cnc(Cl)n1)(C3)C2	109	7	1%	.	.	109	-7	-2%	.
CSc1ccccc1C(=O)NC1CCCC1	86	-78	-13%	3	101	.	?	11%	98
O=C(c1cnn2c(C(F)(F)F)cc(-c3ccco3)nc12)N1CCCCCC1	95	15	-2%	10	77	95	-15	-2%	67
COc1cc(/C=N/O)cc(Br)c1OCc1ccc(Cl)cc1	131	2	1%	.	.	131	-2	6%	.
COc1ccc(-c2cc(C3CCN(c4ncccc4[N+](=O)[O-])CC3)[nH]n2)cc1	166	11	-16%	-19	68	166	-10	-39%	88
Cc1ccc2ncccc2c1NS(=O)(=O)c1ccccc1	137	33	7%	11	99	137	-33	-1%	88
COc1cc(S(=O)(=O)NCc2cccnc2)c(OC)cc1Br	.	.	11%	2	96	.	.	16%	94
CCc1nc(SCC(=O)O)c(C#N)cc1C	153	18	0%	7	96	153	-18	-35%	89
O=C(O)c1cccc(NS(=O)(=O)c2cccc3cccnc23)c1	136	-3	-6%	0	95	136	3	5%	95
O=C(c1cnn2c1NC(c1ccc(Br)cc1)CC2C(F)(F)F)N1CCN(C23CC4CC(CC(C4)C2)C3)CC1 (stereo not drawn)	109	-3	.	11	88	109	3	.	76
CCCN(Cc1ccc(N(C)C)cc1)CC1CC1	158	3	-6%	.	.	158	-3	7%	.
CCOC(=O)C1CCN(C(=O)C2(NC(=O)Nc3ccccc3Cl)CCCCC2)CC1	183	-4	-9%	6	85	183	4	-10%	79
CCn1c(SCC(N)=O)nc2c(c1=O)C1(CCCC1)Cc1ccccc1-2	67	3	6%	3	82	67	-3	-12%	79
CCOC(=O)N1CCC(NC(=O)c2ccc(CNS(=O)(=O)c3ccc(F)cc3)cc2)CC1	93	-8	25%	-19	56	93	8	-18%	75
CCCCOC(=O)CNc1n[nH]c(=S)[nH]c1=O	177	6	1%	-1	92	177	-6	-2%	93

(list continues)
compound	IL1B NFkB pot cell count 2 µM	IL1B NFkB pot	Bcl-B TR3 displacers	MRP reversal	MRP reversal cytotoxicity	NFkB transloc inh cell count 2 µM	NFkB transloc inh	PLAP inhibition	MRP reversal with doxorubicin
CCNCCC(=O)N1c2ccccc2Sc2ccc(NC(=O)OCC)cc21	117	7	.	9	79	117	-7	.	70
CCn1cnc2scc(-c3ccccc3)c2c1=O	124	3	-1%	-5	77	124	-3	-3%	81
COc1ccc(/C(O)=C2/C(=O)C(=O)N(CC3CCCO3)C2c2cccc(O)c2)cc1 (stereo not drawn)	158	18	-7%	-18	82	158	-18	12%	101
COc1ccc(C2CC(c3c(Cl)cccc3Cl)n3nc(N)nc3N2)cc1 (stereo not drawn)	64	26	-11%	3	87	64	-26	7%	84
Cc1cccc2sc(NC(=O)C3c4ccccc4Oc4ccccc43)nc12	.	.	1%	.	.	148	4	6%	.
N#Cc1c(NC(=O)CSc2ncc(-c3ccccc3)n2CC2CCCO2)sc2c1CCCC2 (stereo not drawn)	128	19	-6%	2	84	128	-19	-73%	82
CSc1nc(N)nc(SCC(=O)C(C)(C)C)c1C#N	187	6	-11%	-8	68	187	-6	16%	76
CC(=O)Nc1ccc(NC(=O)C2CCN(S(=O)(=O)c3cccc4nonc34)CC2)cc1	171	4	-6%	.	.	171	-4	-6%	.
Cc1ccc(OCC(O)CNS(=O)(=O)c2ccccc2C(=O)N2CCCCC2)cc1 (stereo not drawn)	189	5	0%	-8	84	189	-5	-37%	92
CCCc1nc(-c2ccccc2O)n(-c2ccccc2)n1	157	18	-9%	-9	75	157	-18	-3%	84
CC(=O)NCCOc1ccc(C(=O)O)cc1	.	.	-2%	-7	94	.	.	-6%	100
c1ccc(-c2n[nH]c3ccccc23)cc1	.	.	2%	16	105	.	.	-6%	89
CCNCc1cc(Br)c(OCC(=O)Nc2ccccc2)c(OC)c1	126	8	.	5	81	126	-8	.	76
CCN(CC)S(=O)(=O)c1ccc(C(=O)Nc2cc(C)cc(C)c2)cc1	134	14	1%	26	92	134	-14	6%	67
O=C(O)c1cccc(NC(=O)c2cccc(S(=O)(=O)N3CCCCC3)c2)c1	116	15	-12%	-2	106	116	-15	-4%	109
COc1ccc2c(c1)SC(C)CC2=O (stereo not drawn)	170	-3	4%	.	.	170	3	-20%	.
COc1ccc(C2C(C(=O)NCc3cccnc3)c3ccccc3C(=O)N2C)cc1OC (stereo not drawn)	83	5	-6%	1	98	83	-5	-12%	98
CC(CN1CCOCC1)OC(=O)C(c1ccccc1)c1ccccc1 (stereo not drawn)	156	12	.	6	86	156	-12	.	80
O=C(/C=C/c1ccc(Cl)cc1)N1CCN(c2ncccn2)CC1	171	-7	-5%	.	.	171	7	18%	.
Cc1ccccc1-c1noc(CCC(=O)NCC2CCCO2)n1 (stereo not drawn)	17	4	1%	-1	77	17	-4	-7%	78
CCOC(=O)c1sc2ccc(S(=O)(=O)N3CCOCC3)cc2c1N	205	12	0%	-16	77	205	-12	7%	93
CC(C)Oc1cc(NC(=O)CS(=O)CC(=O)Nc2cccc(C(F)(F)F)c2)c(Cl)cc1Cl (stereo not drawn)	178	7	-1%	.	.	178	-7	-10%	.
COc1cc2cc(C)c(SCC(=O)N3CCOCC3)nc2cc1OC	103	5	6%	16	100	103	-6	-72%	84
O=C(c1ccco1)N1CCN(C(c2ccccc2)c2nnnn2Cc2cccs2)CC1 (stereo not drawn)	114	2	-7%	3	73	114	-2	-53%	70
CC(=O)c1ccc(N2CCC(c3cc(-c4ccc(Cl)cc4Cl)n[nH]3)CC2)c([N+](=O)[O-])c1	129	14	4%	.	.	129	-14	-8%	.
Cn1cnnc1SCC(=O)Nc1sccc1C#N	.	.	5%	2	97	.	.	2%	95
Cc1c(NC(=O)COc2ncnc3c(Cl)cc(Cl)cc23)c(=O)n(-c2ccccc2)n1C	.	.	-5%	8	96	.	.	-12%	88
CCOC(=O)c1ccccc1NC(=O)CN(c1ccccc1)S(=O)(=O)N(C)C	116	7	5%	-22	38	116	-7	6%	60
CC(C)(C)c1ccc(NC(=O)CC2(C(F)(F)F)OCCO2)cc1	190	18	4%	2	95	190	-18	8%	93
C=CCn1c(=O)c2ccccc2n2c(SCc3c(C(=O)OCC)oc4ccccc34)nnc12	.	.	-20%	53	77	.	.	-68%	24
COC(=O)c1cc(C(=O)c2cccc(Cl)c2Cl)cn1C	157	17	2%	.	.	157	-17	22%	.
CCOc1cc(C(=S)N2CCCCC2)ccc1OS(=O)(=O)c1ccc(Br)cc1	86	9	-9%	.	.	86	-10	0%	.

Arranged by number of heavy atoms (highest first): part of the list above
compound	IL1B NFkB pot cell count 2 µM	IL1B NFkB pot	Bcl-B TR3 displacers	MRP reversal	MRP reversal cytotoxicity	NFkB transloc inh cell count 2 µM	NFkB transloc inh	PLAP inhibition	MRP reversal with doxorubicin
CC(C)Oc1cc(NC(=O)CS(=O)CC(=O)Nc2cccc(C(F)(F)F)c2)c(Cl)cc1Cl (stereo not drawn)	178	7	-1%	.	.	178	-7	-10%	.
CCCCCCn1cnc2c(c1=O)c1nc3ccccc3nc1n2/N=C/c1ccco1	122	15	1%	-18	85	122	-15	-43%	103
O=C(NC12CC3CC(CC(C3)C1)C2)C12CC3CC(C1)CC(n1cnc(Cl)n1)(C3)C2	109	7	1%	.	.	109	-7	-2%	.
c1ccc(OCCSc2nnc3sc4ccccc4n23)cc1	124	8	-9%	2	97	124	-8	13%	96
CCCc1nc(-c2ccccc2O)n(-c2ccccc2)n1	157	18	-9%	-9	75	157	-18	-3%	84
CSc1ccccc1C(=O)NC1CCCC1	86	-78	-13%	3	101	.	?	11%	98

Bioassay records deposited in PubChem by several laboratories.

An excerpt; the hit share may differ from the screen's.
